Peg3 imprint: qHTS Assay for Compounds that Induce Erasure of Genomic Imprints; AID 1948, 2009; actives 0.02% (n = 110,000); Potency, µM (titrated, usually from 60.7 µM), for the others: at the top dose activity change, positive = activation, usual class: activators; mouse ES Peg3-LacZ reporter, beta-gal luminescence, 40 h;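 further: 0% = negative control wells on the plate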
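Gelatin-coated wells received 300 freshly trypsinized female ES cells with a Peg3LacZ-Neo reporter on the maternal allele, then incubated 40 hours at 37C. BetaGlo was added for 5 minutes at room temperature before a single luminescence read.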
IkB signaling: IkB Signaling | actives 0.04% (n = 110,000) | AID 445, 2006 | ABC-DLBCL IkBa-CBG/CBR dual luciferase ratio, 4 h; response scale: scaled: untreated 0%, proteasome inhibitor 100% | Potency, µM (doses to about 57.1 µM), for the others: at the highest dose IkBa stabilization activation; active means well fitted curve in the direction sought with a large enough effect in the signal ratio, not every such curve was filed as active; inconclusive means small, poorly fitted or top-dose-only effect, or a change in a side signal; the % refers to the signal ratio;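 further: the direction sought is a rising ratio; 0% = basal untreated cells and 100% = reference inhibitor full response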
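Luminescence ratio of IκBα-fused green versus native red beetle luciferase in OCI-Ly3 cells, 4 h post-doxycycline with compound; red signal alone, scaled from basal (0%) to zero light (-100%), flagged nonspecific or cytotoxic effects.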
p53ts 39C tox: qHTS Screen for Compounds that Selectively Target Cancer Cells with p53 Mutations: Cytotoxicity of p53ts Cells at the Nonpermissive Temperature | H1299-p53A138V viability at 39C, ATP luminescence, 24 h | Potency, µM (titrated, usually from 46.1 µM), for the others: at the highest dose activity change, negative = cell killing, most hits filed as cytotoxic | actives 1.5% (n = 130,000); further: nearly all actives have a fitted effect of over 55% in size
p53ts 32C tox: qHTS Screen for Compounds that Selectively Target Cancer Cells with p53 Mutations: Cytotoxicity of p53ts Cells at the Permissive Temperature; H1299-p53A138V at 32C, ATP luminescence viability, 24 h; Potency, µM (top dose mostly 46.1 µM), inactives show at the top dose activity change, negative = cytotoxicity, actives largely listed as cytotoxic; actives 0.93% (n = 130,000); AID 924, 2007;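 further: 0% = DMSO and -100% = full killing by reference compound; nearly all actives have a fitted effect of over 55% in size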
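ATP-content luminescence (ATPlite) read-out after 24 h compound exposure at 32C in H1299-p53A138V cells (600/well). Tested up to 46 uM. Normalized to DMSO (0%) and 100 uM tamoxifen (100% killing); Hill-fit AC50.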
* marks the source's active call; other numbers are inactive results; ? = inconclusive; / = no result given; & = joins results of further samples; [ ] = another dose, or the depositor's remark. Unless noted, the call rests on the fitted dose curve; in most records, active means well fitted curve in the direction sought with a large enough effect; inconclusive means small, poorly fitted or top-dose-only effect, or another doubt; inactive means no such curve, though single readings can be large; an effect the other way counts as inactive or inconclusive. Unless noted, on the % scale 0 is the no-effect control and ±100 the full control effect; potency means the concentration at half of the fitted maximal effect.

Second line of a record – Peg3 imprint, IkB signaling, p53ts 39C tox, p53ts 32C tox
N#Cc1c(N)nc(N2CCCC2)c(C#N)c1-c1ccc(Cl)cc1
    0%, -0.8%, 1%, -2%
O=C(c1cccs1)N(Cc1cccnc1)c1nc2ccc(F)cc2s1
    -15%[10.9 µM], 12%, -20%, 1%
N#CCCn1c(=O)c(-c2ccc(F)cc2)nc2cnc(Oc3cccc(Cl)c3)nc21
    /, -0.8%[11.4 µM], -12%, ?
COc1ccc(OCC(=O)Nc2nnc(S(=O)(=O)N3CCc4ccccc43)s2)cc1
    -8%[10.9 µM], -0.4%, 16%, 4%
CCOc1ccccc1C(=O)NCc1ccco1
    -11%, 9.1%, 13%, 3%
CC(=O)c1cccc(NC(=O)c2noc3c2CSc2ccccc2-3)c1
    7%[10.9 µM], -1.0%, -8%, 2%
Cc1ccc(C(=O)NC2CCN(C(=O)NC3CCCCC3)CC2)cc1
    /, /, 6%, 10%
N[C@H](C(=O)N[C@@H]1C(=O)N2C(C(=O)O)=C(Cl)CS[C@@H]12)c1ccccc1
    -13%&-7%[16.8 µM], -1.9%[25.6 µM], 5%[20.6 µM], 2%[20.6 µM]
CC(=O)N1c2ccccc2CC1C(=O)N1CCN(c2ccccc2)CC1 (stereo unspecified)
    -5%[10.9 µM], 1.6%, -5%, -4%
CC(C)(C)NCC[C@@H](O)c1cc(C(F)(F)F)nc2c(C(F)(F)F)cccc12
    -10%[10.9 µM], -0.3%[11.4 µM], -5%[9.22 µM], -1%[9.22 µM]
Cc1ccc(NC(=O)CCn2c(=O)oc3ccccc32)c(C)c1
    -10%, -0.2%, -8%, 3%
COc1ccc(-c2nc(CSCC(=O)N3CCN(c4cccc(C)c4C)CC3)c(C)o2)cc1OC
    -16%[10.9 µM], -0.4%, -16%, 24%
Cc1cccc(CNC(=O)c2ccc(-c3nc(CS(=O)(=O)c4ccccc4)c(C)o3)cc2)c1
    -2%[10.9 µM], ?, 2%, -13%
CCOC(=O)C(C)Sc1nc2c(c(=O)[nH]c(=O)n2C)n1Cc1ccc(Cl)cc1 (stereo unspecified)
    -16%, -0.6%, -6%, 2%
O=C(NCc1ccco1)c1ccc2c(c1)N(Cc1ccccc1)C(=O)c1ccccc1S2(=O)=O
    -4%[10.9 µM], ?, -21%, 0%
N#CCCn1c(SCC(=O)NCCc2ccc(F)cc2)nc2ccccc21
    -3%, 0.6%, 4%, 9%
CCC(=O)Nc1ccc2c(c1)nc1n2CCSC1
    -6%, -0.8%, 8%, -11%
COc1ccc(N2CCN(C(=O)CSc3n[nH]c(-c4ccccc4Cl)n3)CC2)cc1
    -5%[10.9 µM], -2.1%, 26%, -2%
CCC(Sc1nnc2c(n1)[nH]c1ccccc12)C(=O)Nc1ccccc1OC (stereo unspecified)
    -7%[10.9 µM], ?, ?, -2%
COc1ccccc1NC(=O)CSc1nnc(-c2ccncc2)n1CC1CCCO1 (stereo unspecified)
    25%, 0.0%, 4%, 14%
Cc1ccc(NC(=O)Nc2nc3c(s2)CCCCCC3)cc1C
    3%[10.9 µM], -0.5%, 7%, -7%
Cc1ccc(C)c(Nc2nn3c(=O)c4ccc(C(=O)NCc5ccccc5)cc4nc3s2)c1
    3%[10.9 µM], ?, 13µM*, ?
O=C1C2C3C=CC(C3)C2C(=O)N1CCCCN1C(=O)C2C3C=CC(C3)C2C1=O (stereo unspecified)
    -14%, -0.8%, 5%, -5%
COC(=O)C1=C(C)OC(N)=C(C#N)C1c1ccco1 (stereo unspecified)
    /, /, 5%, 11%
Cc1ccc2nc3c(cc(C(=O)NCCCn4ccnc4)n3C)c(=O)n2c1
    -18%, -1.6%, -20%, -24%
O=C(c1cccs1)c1cn(CC(=O)N2CCc3ccccc3C2)c2ccccc12
    -14%, 0.2%, 6%, 14%
CCC/C=C(\CCC)C(NS(C)(=O)=O)c1ccccc1 (stereo unspecified)
    -9%, /, -16%, 1%
COc1ccc(-n2c(SCC(=O)NCc3ccco3)nc3c([nH]c4ccccc43)c2=O)cc1
    26%[10.9 µM], 0.5%, -10%, -3%
CC1=C(C(=O)OC2CCCCCC2)C(c2cccc(Cl)c2)CC(=O)N1 (stereo unspecified)
    -13%[10.9 µM], ?, 20µM*, -19%
Cc1ccc(S(=O)(=O)NNC(=O)C2CCN(Cc3ccccc3)CC2)cc1
    /, /, 0%, 5%
COc1ccc(S(=O)(=O)NCCC(=O)NC2CCCCCCC2)cc1
    -17%, 1.5%, 10%, 0%
CC(=O)c1oc2ccccc2c1NC(=O)CN1CCCCC1
    /, /, 13%, 4%
COc1ccc(N2CCN(C(=O)CCC(=O)NNc3nc4ccccc4c4nc(C)nn34)CC2)cc1
    -7%[10.9 µM], 1.2%, 0%, 3%
COc1cc2oc(=O)c(CC(=O)NCCc3ccccc3F)c(C)c2cc1OC
    -3%[10.9 µM], 0.1%, 0%, 9%
O=C(Nc1nsc(-c2ccccc2)n1)c1ccncc1
    -24%, ?, ?, ?
COc1cc(OC)c(N(C)C(=O)CCNC(=O)Cn2cnc3ccccc3c2=O)cc1Cl
    -6%[10.9 µM], 0.3%, 15%, 0%
Cn1nc(OCC(N)=O)ccc1=O
    /, 3.2%, -2%, 10%
Cc1cccc(NC(=O)C2CCCN(c3nc(C)cc(C)n3)C2)c1 (stereo unspecified)
    4%, -0.2%, 4%, 0%
CC(=O)Nc1ccc(S(=O)(=O)NC(CC(=O)O)c2ccc(OC(C)C)cc2)cc1 (stereo unspecified)
    6%, 0.5%, 5%, -4%
O=C(CSc1nnc2sc3ccccc3n12)c1ccco1
    -32%[inhibitor], 1.7%, -8%, -18%
COc1ccc(-c2noc(C3CC(=O)N(c4ccc5c(c4)OCCO5)C3)n2)c(OC)c1 (stereo unspecified)
    -9%[10.9 µM], ?, -23%, -7%
Cc1cccc(N(C)C(=O)Cn2c(=O)oc3cc(S(=O)(=O)N4CCCCC4)ccc32)c1
    -12%[10.9 µM], ?, -18%, -2%
CCc1nnc(NC(=O)/C=C/c2ccco2)s1
    /, /, -19%, -12%
CC(=O)CC(C)(C)S(=O)(=O)c1ccc(Oc2ccc(S(=O)(=O)C(C)(C)CC(C)=O)cc2)cc1
    /, /, 20%, 1%
Cn1c(Oc2ccccc2)nc2c1c(=O)n(Cc1ccc(Cl)cc1Cl)c(=O)n2C
    -15%[10.9 µM], ?, 9%, -6%
O=C(CCc1nc2ccccc2[nH]1)NCc1ccc2c(c1)OCO2
    -9%, 3.5%, 5%, 4%
CCC1=Nc2cc(C(=O)NC3CCC(C)CC3)ccc2Sc2ccc(C)cc21 (stereo unspecified)
    -24%[10.9 µM], ?, -1%, 23%
COc1cc(C2NC(=O)c3c(sc4c3CCN(C)C4)N2)ccc1OC(=O)c1ccccc1 (stereo unspecified)
    -1%[10.9 µM], -1.4%, -3%, 1%
CCOC(=O)c1cn(CC)c2cc(N3CCOCC3)c(F)cc2c1=O
    -9%, 0.0%, -2%, -1%
COc1ccc(-n2ncc3c(NCC(C)C)ncnc32)cc1
    /, /, ?, ?

More entries follow.
Second line of a record – Peg3 imprint, IkB signaling, p53ts 39C tox, p53ts 32C tox
O=C(CCS(=O)(=O)c1ccc(Br)s1)Nc1cc(C(F)(F)F)cc(C(F)(F)F)c1
    -3%[10.9 µM], ?, ?, ?
CC(=O)N1c2ccc(S(=O)(=O)N3CCCCCC3)cc2CC1C(=O)NC(C)C (stereo unspecified)
    -7%[10.9 µM], -0.2%, -10%, 1%
CCCN(Cc1cccs1)C(=O)Nc1cc(OC)ccc1OC
    -13%[10.9 µM], ?, -8%, 4%
CCOc1cc(C(=O)NCCc2sc(-c3ccc(F)cc3)nc2C)cc(OCC)c1OCC
    -4%[10.9 µM], 0.3%, -23%, -7%
O=C(NCc1nc2ncc(Br)cc2[nH]1)c1ccccc1
    -7%, -0.3%, 3%, 11%
Cn1c(=O)n(C)c2cc(S(=O)(=O)NCc3ccccc3)ccc21
    -12%, 2.2%, 16%, -2%
O=[N+]([O-])c1cc(-c2nc(-c3ccco3)no2)ccc1NCc1ccccc1
    -19%[10.9 µM], ?, -6%, -2%
CCC(C)c1ccc2oc(-c3ccc(NC(=O)Cn4cnc5c(=O)n(C)c(=O)n(C)c54)cc3)nc2c1 (stereo unspecified)
    -13%, ?, 2%, -7%
Cc1nnc(SCC(=O)N2CCOCC2)s1
    3%, 0.8%, 3%, -7%
N#Cc1c2ncn(CC(=O)c3ccc(Br)cc3)c(=O)c2c2n1CCC2
    -9%, -0.7%, 1%, -1%

As entered above.
CCC(C)c1ccc2oc(-c3ccc(NC(=O)Cn4cnc5c(=O)n(C)c(=O)n(C)c54)cc3)nc2c1 (stereo unspecified) in p53ts 39C tox → 2%
O=C(CCS(=O)(=O)c1ccc(Br)s1)Nc1cc(C(F)(F)F)cc(C(F)(F)F)c1 in Peg3 imprint → -3%[10.9 µM]

Further structures follow.
Second line of a record – Peg3 imprint, IkB signaling, p53ts 39C tox, p53ts 32C tox
Cc1coc2cc3oc(=O)c(CCC(=O)NCc4ccc(Cl)cc4)c(C)c3cc12
    -5%[10.9 µM], 2.0%, 7%, 1%
COc1cc(C(N)=O)ccc1OCc1ccccc1
    -10%, 3.0%, -11%, -15%
C[C@]12CC[C@H]3c4ccc(O)cc4CC[C@@H]3[C@H]1CC[C@@H]2OC(=O)CCc1ccccc1
    -16%[10.9 µM], 1.8%[11.4 µM], -11%[9.22 µM], 6%[9.22 µM]
O=C(CCn1c(=O)oc2ccccc21)NCCCN1CCCC1=O
    -9%, 2.4%, 0%, 1%
CCOc1ccc(C2C(C#N)=C(N)Oc3nc[nH]c(=O)c32)cc1OC (stereo unspecified)
    -3%, 0.3%, 3%, 2%
NCCC(=O)O
    -9%, 0.3%, -12%, -10%
Cc1ccc(-n2c(=O)c3ccc(C(=O)NCc4ccccc4Cl)cc3n(Cc3ccccc3F)c2=O)cc1
    11%[10.9 µM], -0.6%, 32%[activator], 6%
CC(C)(C)N1CC(COc2ccccc2)OC1=O (stereo unspecified)
    -6%, -1.9%, -4%, -6%
CC(c1ccccc1)n1cc(C(=O)NCc2ccncc2)nn1 (stereo unspecified)
    -3%, 0.1%, 6%, -8%

Entries listed so far containing a furan ring, fused or not:
Second line of a record – Peg3 imprint, IkB signaling, p53ts 39C tox, p53ts 32C tox
CCOc1ccccc1C(=O)NCc1ccco1
    -11%, 9.1%, 13%, 3%
O=C(NCc1ccco1)c1ccc2c(c1)N(Cc1ccccc1)C(=O)c1ccccc1S2(=O)=O
    -4%[10.9 µM], ?, -21%, 0%
COC(=O)C1=C(C)OC(N)=C(C#N)C1c1ccco1 (stereo unspecified)
    /, /, 5%, 11%
COc1ccc(-n2c(SCC(=O)NCc3ccco3)nc3c([nH]c4ccccc43)c2=O)cc1
    26%[10.9 µM], 0.5%, -10%, -3%
CC(=O)c1oc2ccccc2c1NC(=O)CN1CCCCC1
    /, /, 13%, 4%
O=C(CSc1nnc2sc3ccccc3n12)c1ccco1
    -32%[inhibitor], 1.7%, -8%, -18%
CCc1nnc(NC(=O)/C=C/c2ccco2)s1
    /, /, -19%, -12%
O=[N+]([O-])c1cc(-c2nc(-c3ccco3)no2)ccc1NCc1ccccc1
    -19%[10.9 µM], ?, -6%, -2%
Cc1coc2cc3oc(=O)c(CCC(=O)NCc4ccc(Cl)cc4)c(C)c3cc12
    -5%[10.9 µM], 2.0%, 7%, 1%

Assay outcomes: PubChem, National Center for Advancing Translational Sciences (NCATS)
